V1R ag counter = agonists of human V1a receptor, primary screen, counter-screen for OXTR agonist project, fluorescence, CHO-V1R cells | Fluo-8 calcium fluorescence, agonist mode; 0% DMSO, 100% 3 nM vasopressin | actives 0.25% (n = 320,000) | activation, % at 3 µM | Vasopressin V1a receptor (Homo sapiens), P37288;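 active = activation above the mean activation of all tested compounds plus 3 SD, per screening run, cut at about 20% in these data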;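 note: signal is peak over basal fluorescence ratio across a 100 second FLIPR read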
Target sequence (P37288 whole entry, looked up): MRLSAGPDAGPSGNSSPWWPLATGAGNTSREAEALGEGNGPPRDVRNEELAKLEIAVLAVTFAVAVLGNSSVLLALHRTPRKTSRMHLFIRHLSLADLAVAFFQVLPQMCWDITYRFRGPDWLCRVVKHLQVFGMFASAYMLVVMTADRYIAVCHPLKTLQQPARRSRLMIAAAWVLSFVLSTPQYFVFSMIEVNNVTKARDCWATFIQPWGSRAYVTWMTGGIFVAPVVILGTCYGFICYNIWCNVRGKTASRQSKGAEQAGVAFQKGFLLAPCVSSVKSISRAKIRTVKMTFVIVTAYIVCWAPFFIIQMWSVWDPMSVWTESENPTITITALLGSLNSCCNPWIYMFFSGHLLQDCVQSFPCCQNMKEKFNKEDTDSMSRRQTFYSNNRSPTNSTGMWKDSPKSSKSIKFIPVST
OXTR potentiator = human OXTR potentiators, primary screen, fluorescence, CHO-OTR cells, Fluo-8 calcium. Oxytocin receptor (Homo sapiens), P30559. activation, % at 3 µM. Fluo-8 calcium fluorescence, potentiator mode; 0% = oxytocin EC15, 100% = EC100. actives 0.061% (n = 320,000). AID 2445, 2010;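 active = activation above that plate's cutoff, the mean activation of tested compounds plus 3 SD, cut at about 6.6% in these data, passing the limit was not always enough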;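 note: 100% uses oxytocin at 75 nM as the full agonist control; some results filed as inactive read as strong as hits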
Target sequence (P30559 whole entry, looked up): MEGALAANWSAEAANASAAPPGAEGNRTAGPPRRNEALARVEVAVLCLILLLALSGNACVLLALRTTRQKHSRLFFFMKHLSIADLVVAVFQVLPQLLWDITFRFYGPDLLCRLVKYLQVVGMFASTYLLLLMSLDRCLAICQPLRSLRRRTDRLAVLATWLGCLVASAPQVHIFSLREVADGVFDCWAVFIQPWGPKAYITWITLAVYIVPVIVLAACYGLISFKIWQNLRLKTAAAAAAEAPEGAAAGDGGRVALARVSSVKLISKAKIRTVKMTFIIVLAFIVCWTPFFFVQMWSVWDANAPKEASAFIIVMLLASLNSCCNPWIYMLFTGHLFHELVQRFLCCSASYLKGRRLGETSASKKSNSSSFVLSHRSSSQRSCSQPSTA
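Assay system: CHO cell line stably expressing human OTR | Also added: Oxytocin at about EC15, sub-maximal agonist stimulus | Times: Compound 6 min at room temperature before oxytocin, 100 s read | Measured by: Fluo-8 intracellular calcium fluorescence, ex 470-495, em 515-575 nm | Controls: EC15 oxytocin alone as 0%, 75 nM oxytocin as 100%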
CHO-K1 Ca PAM = nonselective calcium activators in parental CHO-K1 cells, primary screen, counter-screen for M1 PAM project, cell-based, Fluo-8 calcium fluorescence, full deck, 1536-well; activation, % at 3 µM; actives 0.02% (n = 360,000); ATP EC20; 0% at ATP EC20, 100% at ATP max;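 active = activation above the run cutoff, the mean activation of all test compounds plus 3 SD, cut at about 40% in these data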;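 note: peak over basal fluorescence ratio in a 140 s read after ATP addition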
TAAR1 antag = human TAAR1 antagonists, primary screen, Fluo-8 calcium fluorescence, CHO RD-HGA16 cells; inhibition, % at 3 µM; antagonist; actives 1.5% (n = 360,000); AID 624466, 2012;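 active = inhibition above a per-plate cutoff, the mean inhibition of test compounds on that plate plus 3 SD, cut at about 49% in these data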;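 note: 0% = DMSO plus EC80 beta-PEA response and 100% = DMSO alone without agonist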
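Test system – hTAAR1-expressing CHO RD-HGA16 cells, Gα16-coupled · Reagent – β-PEA at EC80 concentration, post-compound challenge · Compound dosing – 3 µM, single point · Timing – 140 s kinetic read after compound, 140 s after agonist · Detection – Fluo-8 intracellular calcium dye fluorescence, real-time kinetic reads · Control set – DMSO and EC80 PEA controls · Repeats – n of 1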
M1 ag parental = counter-screen for M1 agonists: effect in parental CHO-K1 cells. Fluo-8 calcium fluorescence; scaled to maximal ATP response, vehicle zero. activation, % at 3 µM. actives 0.48% (n = 360,000); in the data active = activation above about 15%;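 note: untransfected CHO-K1 host cells lacking M1 receptor as counterscreen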
CHO parental Ca = ATP-evoked calcium signal inhibitors, parental CHO, primary screen, counter-screen for OX1R antagonist project, cell-based, fluorescence, Fluo-8 calcium dye | parental CHO-K1, ATP-induced calcium, Fluo-8 fluorescence | inhibition, % at 5.6 µM | actives 0.63% (n = 330,000) | AID 463079, 2010;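 active = inhibition above that plate's mean sample inhibition plus 3 SD, cut at about 26% in these data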;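 note: 0% = ATP-challenged DMSO wells and 100% = DMSO wells without ATP; some compounds past the cut are filed as inactive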
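Assay system: parental CHO cells; Read-out basis: percent inhibition of ATP-evoked calcium rise, normalized to controls; Benchmarks: ATP and no-ATP DMSO wells; Compound dosing: single nominal dose of 5.6 µM per compound; Signal: Fluo-8 calcium dye fluorescence; Also added: ATP as calcium-mobilizing challenge; Repeats: singlicate.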
TAAR1 ag = human TAAR1 agonists, primary screen, Fluo-8 calcium fluorescence, CHO RD-HGA16 cells | Trace amine-associated receptor 1 (Homo sapiens), Q96RJ0 | vehicle wells 0%, saturating PEA agonist 100% | activation, % at 3 µM | actives 0.99% (n = 360,000) | AID 624467, 2012;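 active = activation above the mean activation of all test compounds in the run plus 3 SD, cut at about 38% in these data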
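System: CHO-derived RD-HGA16 cells with stable Gα16 and human TAAR1. Times: 17-24 h plating, Fluo-8 75 min 37 °C, 30 min RT. Measured by: calcium-sensitive Fluo-8 signal, excitation 470-495, emission 515-575 nm. Read-out basis: % activation relative to PEA EC100 response. Control set: DMSO and PEA EC100. Repeats: no replicates (n 1).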
CHO-K1 Ca antag = counter-screen for M1 antagonists: effect in parental CHO-K1 cells; ATP-induced calcium, Fluo-8 fluorescence; inhibition, % at 3 µM; actives 0.6% (n = 360,000); AID 602250;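 active = inhibition above a per-plate cutoff, the plate's mean sample inhibition plus 3 SD, cut at about 24% in these data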;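 note: 0% = DMSO plus EC80 ATP and 100% = DMSO alone without ATP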
M1 ag = human M1 muscarinic receptor agonists, primary screen, Fluo-8 calcium fluorescence, CHO-K1 cells, HTS. CHO-K1 hM1, agonist mode; 0% DMSO, 100% acetylcholine EC100. activation, % at 3 µM. actives 0.33% (n = 360,000). AID 588814, 2011;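 active = activation above the run's mean compound activation plus 3 SD, cut at about 16% in these data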;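 note: peak over basal fluorescence ratio within a 140 s kinetic read after compound addition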
An asterisk follows results filed as active; nt = no result given.

SMILES	V1R ag counter	OXTR potentiator	CHO-K1 Ca PAM	TAAR1 antag	M1 ag parental	CHO parental Ca	TAAR1 ag	CHO-K1 Ca antag	M1 ag
CCOC(=O)c1ccc(NC(=O)c2c(C)[nH]c(C(=O)OCC)c2C)cc1	0.5	-5	13	20	0.8	-16	5	-9	-8
COc1ccc(C(=O)N2CCN(S(=O)(=O)c3ccccc3)CC2)c(OC)c1	0.5	-6	19	-3	3.5	-7	5	-42	-1
COc1cccc(-n2nnnc2SCC(=O)Nc2ccc(C(C)=O)cc2)c1	1.7	-18	3	-8	1.1	5	10	4	-2
CCOC(=O)N1CCN(S(=O)(=O)c2ccc3c(c2)OCC(=O)N3)CC1	1.2	-18	-5	-3	0.6	-17	16	5	0
Cn1c(SCC(=O)NC2CCCCCC2)nnc1-c1ccco1	0.3	-8	5	-20	0.8	-14	1	-4	-3
COc1nc(OC/C(N)=N/O)nc(N2CCOCC2)n1	0.8	0	-9	4	-0.2	-2	2	16	-2
COc1ccc(-n2c(SCC(=O)Nc3nccs3)nc3c(c2=O)SC(C)C3)cc1 (centres undefined)	0.9	-1	1	-18	0.6	19	4	-3	-2
O=C(Nc1ccc(S(=O)(=O)NCc2ccccc2)cc1)c1ccccc1[N+](=O)[O-]	8.1	-10	20	9	5.2	1	13	-15	2
COc1ccccc1N(C)S(=O)(=O)c1ccc(C(=O)Nc2ncc(C)s2)cc1	2.6	-6	-12	28	-0.1	-13	9	-1	-4
CCOc1cc(NC(=S)NCCCOC)c(OCC)cc1NC(=O)c1cccs1	-0.5	-2	9	-7	-0.1	-20	0	-10	-5
Cc1ccc(N2C(=O)c3ccc(C(=O)N4CCN(Cc5ccccc5)CC4)cc3C2=O)cc1	40*	-10	-13	81*	11	15	87*	-12	2
C/C(=C\c1ccccc1)C(=O)N1CCN(Cc2ccc3c(c2)OCO3)CC1	0.1	-7	8	10	0.6	-10	4	-7	-5
CCN1CCN(c2nc3c(c(=O)[nH]c(=O)n3C)n2CCCSc2ncccn2)CC1	0.2	-1	16	-6	-0.5	-15	-4	-2	-4
NC(=O)c1ccccc1N	0.4	-3	16	-16	-0.3	-3	1	-9	6
COc1cc([N+](=O)[O-])ccc1NC(=O)NCC1CCN(Cc2ccc(Cl)cc2)CC1	9.9	-1	19	15	17*	-21	25	-14	-7
COc1ccc(C(c2sc3nc(C)nn3c2O)N2CCN(Cc3ccccc3)CC2)cc1OC (centres undefined)	-0.4	-5	15	-26	0.7	-11	3	-9	-4
COC(CNS(=O)(=O)c1ccc(S(=O)(=O)NC2CC2)cc1)OC	nt	nt	6	-5	0.0	nt	10	-15	-4
O=S(=O)(Nc1nc2ccccc2[nH]1)c1ccc(Cl)cc1	1.1	-3	11	11	0.2	-12	16	6	2
CSc1ccccc1OCc1cc(C(=O)NCCc2ccco2)no1	-1.0	-6	9	5	0.3	-18	-2	-7	-5
CCOC(=O)C1=C(O)/C(=C/c2cn(CC(=O)NCC3CCCO3)c3ccccc23)SC1=Nc1ccc(C)cc1 (centres undefined)	0.9	-3	-21	nt	-0.2	-18	nt	12	1

Random excerpt: 2 records from the list
SMILES	V1R ag counter	OXTR potentiator	CHO-K1 Ca PAM	TAAR1 antag	M1 ag parental	CHO parental Ca	TAAR1 ag	CHO-K1 Ca antag	M1 ag
CCOC(=O)c1ccc(NC(=O)c2c(C)[nH]c(C(=O)OCC)c2C)cc1	0.5	-5	13	20	0.8	-16	5	-9	-8
Cn1c(SCC(=O)NC2CCCCCC2)nnc1-c1ccco1	0.3	-8	5	-20	0.8	-14	1	-4	-3

Continued.
SMILES	V1R ag counter	OXTR potentiator	CHO-K1 Ca PAM	TAAR1 antag	M1 ag parental	CHO parental Ca	TAAR1 ag	CHO-K1 Ca antag	M1 ag
CC(C)[C@@H](C(=O)N1CCNCC1)n1cc(CCO)nn1	-0.1	-8	-5	11	2.1	-4	5	3	-3
CCc1nc2ccc(C(=O)Nc3ccc(OC)c(OC)c3)cn2c1N(C)Cc1ccc(N(C)C)cc1	nt	nt	-10	26	2.0	nt	3	11	-8
COC(=O)N1[C@H](C)C=C[C@]1(Cc1ccccc1)C(=O)NCCCNc1ncc(C(F)(F)F)cc1Cl	-0.9	-11	29	4	2.1	-42	13	-17	-4
CCN1C(=O)/C(=C/c2ccc(C)s2)SC1=Nc1ccc(OC)cc1	1.0	-18	1	-28	0.3	-15	4	11	-2
O=C1CCCN1c1ccc(S(=O)(=O)N2CCCCC2)cc1[N+](=O)[O-]	0.4	-3	4	7	6.8	-15	0	-1	-8
COc1ccc(CN(CCC(c2ccco2)C(C)C)C(C)=O)cc1OC (centres undefined)	-0.8	-7	-4	9	4.5	-15	10	-3	0
CCOc1ccccc1OCC(=O)OCC(=O)NNC(=O)c1ccc([N+](=O)[O-])cc1	0.5	-2	-8	-13	0.8	-11	2	-6	-3
COc1ccc(NC(=O)CN(C)CC(=O)Nc2ccccc2SC)cc1	0.0	-7	15	-9	0.8	-10	2	3	-4
O=C(Cc1n[nH]c(=O)c2ccccc12)NC(c1ccccc1)c1ccccc1	-0.8	-2	14	-11	1.7	-21	0	-12	-5
COC(CNC(=O)c1cccnc1)OC	0.8	8	-3	4	-0.2	-3	5	-9	-4
Cc1c(C(=O)NCc2ccccc2C(F)(F)F)sc(=O)n1Cc1ccccc1C#N	nt	nt	6	-6	1.6	nt	0	7	-10
CCCCNC(=O)c1ccc2nc(CC)c(N(CC)CCOC)n2c1	nt	nt	6	-10	0.0	nt	2	-1	-5
O=C(CN1C(=O)/C(=C/c2ccc(C(F)(F)F)cc2)Sc2ccccc21)NCCCN1CCOCC1	11	-7	-28	15	1.8	-16	9	21	-1
CCOC(=O)Nc1cccnc1Sc1ccc(Cl)cc1	-1.0	-3	18	-32	0.6	-7	0	-13	-6
CN(C)CCNC(=O)c1c(NC(=O)c2ccccc2)sc2c1CCCC2	-0.2	-15	7	-7	1.7	-15	1	-9	-8
C/C=C\C=C/C(=O)Nc1cccc(C2=NOC3(C2)C[C@@H](C(N)=O)N(C(=O)C2(C)CC2)C3)c1 (some centres undefined)	0.8	-9	15	1	0.2	-6	-1	-16	-2
O=C(/C=C/c1cc2c(cc1Br)OCO2)NCc1ccc(Cl)cc1	3.5	-3	10	8	0.2	-4	5	-6	-4
Cc1cccc(NC(=O)CSCC(=O)N(C)CCOc2ccc(Cl)cc2)c1	2.8	-9	10	9	1.0	1	1	13	-6
Cc1ccc(NC(=S)Nc2ccc(S(=O)(=O)Nc3ncccn3)cc2)c(C)c1	0.1	-1	20	-19	4.6	-9	0	-4	-5
N#Cc1ccc(C(=O)NC23CC4CC(CC(C4)C2)C3)cc1	-1.2	-9	-4	-6	0.3	-6	-3	-8	-7
O=C(CSc1nnnn1-c1ccccc1)c1ccc(O)cc1O	1.2	-4	9	-41	4.4	-8	8	-8	1
CCC/C(=N\NC(=O)CNC(=O)/C=C/c1ccco1)c1ccccc1	-0.7	6	11	-5	-0.7	-11	-2	-7	-3
O=C(NC1CCCCC1)C1CCN(S(=O)(=O)c2cccc3nonc23)CC1	-0.8	-13	16	-22	1.0	-6	7	-18	-2
O=C(O)/C=C/C(=O)NNc1ccc([N+](=O)[O-])cc1	0.4	1	-6	2	-0.2	-1	5	1	-3
Fc1ccc(NC(=S)NCCN2CCOCC2)cc1	0.3	-5	9	-16	1.6	-10	13	-3	-7
COc1ccc(/C=C/C(=O)Nc2cc(C(F)(F)F)ccc2Cl)cc1OC	1.2	-9	18	25	1.1	-11	26	-7	-4
O=C(CCCO)NNc1c2ccccc2nc2ccccc12	0.3	-2	3	6	3.2	-1	2	-1	-2
CC1CC(C)CN(C(=O)C(C)N(C)CC(=O)Nc2ccccc2Cl)C1 (centres undefined)	0.6	-24	10	-27	1.8	3	5	-10	-5
COc1cccc(-c2c(C(=O)N/N=C/c3ccsc3)nnn2-c2nonc2N)c1	25*	-8	-11	32	1.6	-9	129*	13	14
CCc1ccc2c(c1)cc(CN(C(=S)Nc1ccccc1C)C1CC1)c1nnnn12	-0.3	1	6	-13	0.1	-20	-1	-24	-2
COc1ccccc1NC(=O)C(=O)c1cn(CC(=O)N2CCCC2)c2ccccc12	-0.5	-8	9	-14	1.1	-23	0	-11	-2
Cc1ccc(NC(=O)Nc2ccc3c(c2)nnn3C)cc1C	1.4	-9	14	1	0.2	-8	0	-5	-3
CC1CCCC(C)N1C(=O)c1ccc(CS(=O)(=O)c2ccccc2)cc1 (centres undefined)	5.6	-11	-1	-2	7.0	-6	4	-10	3
CC1(c2nnc(-c3cccc(Cl)c3)o2)CC(c2cccnc2)=NO1 (centres undefined)	0.2	-3	1	21	0.0	-16	12	1	-4
Cc1ccc(NC(=S)NNC(=S)Nc2cccc(C(F)(F)F)c2)cc1	-1.2	-3	-1	-13	-0.2	4	0	-2	-5
O=C(CC(c1ccccc1)c1cc(Br)ccc1O)NCc1ccco1 (centres undefined)	-0.3	-13	12	15	1.0	-20	16	-9	-4
COCCOC(=O)c1c(C)n(C)c2ccc(OC(=O)c3ccco3)cc12	-0.1	-8	10	6	0.4	-20	5	-11	-4
Cc1cccc(C(=O)n2c(=S)nc3ccccn32)c1	0.3	0	-4	nt	0.2	-8	nt	-4	0
CCC(=O)Nc1ccc2c(c1)nc(CCNC(=O)c1ccco1)n2C	0.2	2	-29	5	-0.1	2	0	-14	-3
O=C1CN(C(=O)COC(=O)CCC(=O)c2ccc3c(c2)OCCO3)c2ccccc2N1	1.4	-4	5	11	1.4	2	4	-2	0
O=C(Nc1nnc(SCc2ccccc2)s1)C1=COCCO1	1.2	-9	-17	-15	1.9	-17	3	-1	-7
CSc1n[nH]c(NC(C)=O)n1	0.3	-5	16	9	0.4	-7	0	-11	-1
COc1ccc(C(=O)NC(=S)NCCO)cc1Br	0.9	-13	-13	-11	0.5	6	1	3	-4

Bioassay records: PubChem, The Scripps Research Institute Molecular Screening Center
